IDE cell inh = cellular human IDE inhibition; inhibition, % at 5.59 µM; HEK cells, FAbetaB cleavage, fluorescence polarization; P14735; 0.41% of 320,000 active;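 active = percent inhibition above the average of all tested compounds plus 3 SD, set per screening campaign, cut at about 16% in these data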;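 also: IDE supplied by intact live HEK cells; FP after avidin binding of uncleaved biotin substrate so inhibition keeps polarization high; 0% = DMSO wells and 100% = 60 µM reference IDE inhibitor Ii1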
Target sequence (P14735 whole entry, looked up): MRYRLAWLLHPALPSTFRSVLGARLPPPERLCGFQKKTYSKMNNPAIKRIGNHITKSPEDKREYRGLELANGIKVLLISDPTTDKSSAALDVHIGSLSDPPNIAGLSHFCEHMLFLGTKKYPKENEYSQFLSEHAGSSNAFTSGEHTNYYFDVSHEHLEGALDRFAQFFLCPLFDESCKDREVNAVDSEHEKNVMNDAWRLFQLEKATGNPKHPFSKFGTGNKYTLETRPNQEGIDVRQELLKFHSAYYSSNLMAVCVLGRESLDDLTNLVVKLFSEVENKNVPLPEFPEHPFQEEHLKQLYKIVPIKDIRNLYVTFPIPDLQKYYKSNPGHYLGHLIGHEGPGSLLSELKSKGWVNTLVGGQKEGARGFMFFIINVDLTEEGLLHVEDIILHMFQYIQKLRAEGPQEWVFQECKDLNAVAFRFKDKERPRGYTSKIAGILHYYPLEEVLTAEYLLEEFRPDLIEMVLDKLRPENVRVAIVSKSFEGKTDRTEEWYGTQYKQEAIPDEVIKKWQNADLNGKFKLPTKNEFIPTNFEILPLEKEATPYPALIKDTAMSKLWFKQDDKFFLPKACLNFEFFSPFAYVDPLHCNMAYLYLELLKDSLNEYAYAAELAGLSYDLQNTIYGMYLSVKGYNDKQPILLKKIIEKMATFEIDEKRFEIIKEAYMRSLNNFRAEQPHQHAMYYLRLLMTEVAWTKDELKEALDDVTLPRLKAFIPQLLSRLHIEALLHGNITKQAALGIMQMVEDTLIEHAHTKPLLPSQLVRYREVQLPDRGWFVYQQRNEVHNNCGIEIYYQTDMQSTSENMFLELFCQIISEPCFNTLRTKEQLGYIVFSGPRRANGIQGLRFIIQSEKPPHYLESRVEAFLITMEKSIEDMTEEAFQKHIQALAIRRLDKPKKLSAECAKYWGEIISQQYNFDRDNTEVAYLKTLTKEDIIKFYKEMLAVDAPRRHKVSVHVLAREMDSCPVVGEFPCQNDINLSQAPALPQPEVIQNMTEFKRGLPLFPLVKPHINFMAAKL
CHRM4 PAM = positive allosteric modulators of human muscarinic M4 receptor; 0.4% of 360,000 active; P08173; CHO-K1 hM4/Gqi5, Fluo-8 calcium fluorescence, ACh EC20; 0% = ACh EC20, 100% = maximal ACh; activation, % at 3 µM;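 active = activation above its plate's cutoff, the mean activation of sample wells plus 3 SD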; also: some results filed as inactive read as strong as hits
M5 ag = CHRM5 agonism in calcium assay. AID 624037. activation, % at 3 µM. 0.19% of 360,000 active. P08912. CHO-K1 hM5 cells, Fluo-8 calcium fluorescence; 0% DMSO wells, 100% maximal acetylcholine response;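 active = activation above the run's mean over test compounds plus 3 SD, cut at about 23% in these data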;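 also: signal is peak over basal fluorescence ratio across the kinetic read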
CHRM4 agonist = agonists of human muscarinic M4 receptor (CHRM4). CHO-K1 hM4/Gqi5, Fluo-8 calcium fluorescence; vehicle 0%, full acetylcholine response 100%. activation, % at 3 µM. P08173. 0.14% of 360,000 active;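 active = activation above the run mean over all test wells plus 3 SD, cut at about 32% in these data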;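 also: peak over basal fluorescence ratio per well then scaled between controls; 0% = DMSO wells and 100% = acetylcholine at EC100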
CRFR2-BP ag = CRF-BP/CRF-R2 complex agonism; HEK293 CRF-R2/CRF-BP, calcium dye fluorescence (FLIPR); percent of saturating CRF peptide response; AID 588473; 0.46% of 350,000 active; activation, % at 13.2 µM;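 active = activation of at least 50%, plus an integration ratio under a set limit after plate pattern correction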;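 also: plate controls were neutral control wells without compound for no effect and CRF at EC100 for full effect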
M5 antag = blocks acetylcholine activation of human M5 receptor; CHO-hM5 cells, Fluo-8 calcium fluorescence, ACh EC80; AID 624040; 0.59% of 360,000 active; P08912; inhibition, % at 3 µM;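 active = inhibition above a per-plate cutoff, the mean of that plate's test compounds plus 3 SD, cut at about 27% in these data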;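 also: 0% = acetylcholine EC80 with DMSO and 100% = DMSO without agonist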
CHRM4 antagonist = antagonists of human muscarinic M4 receptor (CHRM4); P08173; CHO-hM4 cells, ACh EC80, Fluo-8 calcium fluorescence; inhibition, % at 3 µM; 0.73% of 360,000 active;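 active = inhibition above its plate's cutoff, the mean inhibition of sample wells plus 3 SD, cut at about 27% in these data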;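 also: 0% = acetylcholine EC80 with DMSO and 100% = DMSO without agonist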
CRFR2-BP antag = blocks CRF-induced signaling of the CRF-BP/CRF-R2 complex; HEK293 CRF-R2/CRF-BP, CRF-induced calcium fluorescence; inhibition, % at 11.8 µM; 0.59% of 350,000 active; AID 588475;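 active = inhibition of the ligand-induced calcium signal above about 50% at the single tested concentration, limit read from the data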
CHRM5 PAM = positive allosteric modulators of human muscarinic M5 receptor. P08912. CHO-K1 hM5, Fluo-8 calcium, ACh EC20 PAM; 0% = ACh EC20, 100% = ACh EC100. activation, % at 3 µM. 0.3% of 360,000 active;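 active = activation above the run cutoff, the mean activation of all test compounds plus 3 SD, cut at about 18% in these data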
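Probe or stimulus: acetylcholine, EC20 level; Assay system: human M5 receptor in CHO-K1 cells; Schedule: compound preincubation 140 s before EC20 acetylcholine addition; Technique: intracellular calcium via Fluo-8 fluorescence; Dosing: single-point, 3 µM nominal; Read-out basis: percent activation from peak-over-basal fluorescence ratio, scaled EC20-to-EC100 acetylcholine; Repeats: one well per compound, no replicates.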
* hit, by the source's call; · = no result given.

structure	IDE cell inh	CHRM4 PAM	M5 ag	CHRM4 agonist	CRFR2-BP ag	M5 antag	CHRM4 antagonist	CRFR2-BP antag	CHRM5 PAM
COc1cccc2cc(CC(=O)c3ccc(C)cc3C)c(=O)oc12	1	-7	-2	13	-9.1	11	3	-10	-9
C[C@@H]1CN([C@H](C)CO)C(=O)CCCn2nncc2CO[C@H]1CN(C)C	·	-6	1	-1	-1.9	-5	24	-5	2
COc1ccc(C(=O)NCc2nnc(SC)n2Cc2ccccc2)cc1	5	18	6	4	0.2	-3	-9	-2	4
O=S(=O)(NC1CCSc2ccccc21)c1ccc(Cl)nc1 (stereo unspecified)	5	-7	-7	1	-2.1	16	0	1	-1
Cc1ccc(-c2ccc(/C=N\NC(=O)c3cc4c(ccc5ccccc54)o3)o2)cc1[N+](=O)[O-]	9	0	3	0	1.1	-6	1	1	3
C=CCn1c(SCc2cccnc2)nnc1-c1ccncc1	-4	4	0	0	1.1	-3	8	-1	1
CC(=NNC(=S)N1CC2CCC(CC2)C1)c1cccc(C)n1	·	-4	0	0	1.4	-7	-2	-15	2
COc1ccc(C(=O)c2ccc(Cl)cc2)c(OC)c1OC	·	2	-2	-1	-6.4	5	-5	3	-2
Cc1ccc(CN2CCN(Cc3ccc4c(c3)OCCO4)CC2CCO)cc1 (stereo unspecified)	-1	-4	-3	0	3.5	13	-2	2	-1
CCc1ccc(N2C(=O)C3C(C2=O)N2CCCN2C3c2ccccc2)cc1 (stereo unspecified)	-2	-6	-2	0	-0.3	9	1	5	-4
COc1ccc2c(c1)oc1c(SCc3nc4ccccc4[nH]3)nc(C)nc12	6	-3	0	15	1.2	3	5	-3	-11
Cc1ccc2oc(NC3=NC4(CCCC4)C4=C(CCCC4=O)N3)nc2c1	·	3	0	0	·	11	3	·	-6
CC(C)CC(NC(=O)OC(C)(C)C)c1cn([C@@H](CCCCNC(=O)OC(C)(C)C)C(=O)N2CCN(C(=O)OC(C)(C)C)CC2)nn1 (stereo partly specified)	-3	1	-2	10	0.0	2	-10	-8	-1
O=C(OCc1ccccc1F)c1cc([N+](=O)[O-])ccc1N1CCOCC1	-5	3	0	3	1.9	4	-1	-20	-2
O=C(c1ccc2c(c1)OCO2)C1CCCN(C(=O)C2CCOCC2)C1 (stereo unspecified)	5	-2	-4	1	-0.1	2	-3	-1	1
CC(=O)Nc1ccc(-c2ccnc3c2CC(C)(C(=O)Nc2cccc(C(F)(F)F)c2)O3)cc1 (stereo unspecified)	·	-6	3	10	·	9	-5	·	-3

Retrieved by compound from the entries so far, 4 records:
structure	IDE cell inh	CHRM4 PAM	M5 ag	CHRM4 agonist	CRFR2-BP ag	M5 antag	CHRM4 antagonist	CRFR2-BP antag	CHRM5 PAM
Cc1ccc(-c2ccc(/C=N\NC(=O)c3cc4c(ccc5ccccc54)o3)o2)cc1[N+](=O)[O-]	9	0	3	0	1.1	-6	1	1	3
CC(=NNC(=S)N1CC2CCC(CC2)C1)c1cccc(C)n1	·	-4	0	0	1.4	-7	-2	-15	2
C[C@@H]1CN([C@H](C)CO)C(=O)CCCn2nncc2CO[C@H]1CN(C)C	·	-6	1	-1	-1.9	-5	24	-5	2
COc1ccc(C(=O)NCc2nnc(SC)n2Cc2ccccc2)cc1	5	18	6	4	0.2	-3	-9	-2	4

Results in CHRM4 PAM, CHRM4 antagonist and IDE cell inh (4 entries from above):
molecule	CHRM4 PAM	CHRM4 antagonist	IDE cell inh
O=C(c1ccc2c(c1)OCO2)C1CCCN(C(=O)C2CCOCC2)C1 (stereo unspecified)	-2	-3	5
O=C(OCc1ccccc1F)c1cc([N+](=O)[O-])ccc1N1CCOCC1	3	-1	-5
CC(=O)Nc1ccc(-c2ccnc3c2CC(C)(C(=O)Nc2cccc(C(F)(F)F)c2)O3)cc1 (stereo unspecified)	-6	-5	·
CC(C)CC(NC(=O)OC(C)(C)C)c1cn([C@@H](CCCCNC(=O)OC(C)(C)C)C(=O)N2CCN(C(=O)OC(C)(C)C)CC2)nn1 (stereo partly specified)	1	-10	-3

Additional records follow.
structure	IDE cell inh	CHRM4 PAM	M5 ag	CHRM4 agonist	CRFR2-BP ag	M5 antag	CHRM4 antagonist	CRFR2-BP antag	CHRM5 PAM
Cc1cc(C(=O)NC2CCCN(Cc3ccc(Cl)cc3)C2)c(C)o1 (stereo unspecified)	-3	1	-7	1	-1.2	-10	-3	12	4
COc1cccc(NC(=O)c2ccccc2Oc2ccccc2)c1	1	-6	-4	-2	1.0	7	-1	13	-1
COC(=O)c1ccccc1NC(=O)CN1CCc2ccccc2C1	2	-6	-3	-2	-3.3	-3	-1	21	2
Cc1ccccc1C(=O)OC1OC(=O)C(Cl)=C1Nc1ccc(C(=O)O)cc1 (stereo unspecified)	4	4	0	1	0.4	-8	-7	7	0
O=C(NCc1cn2ccsc2n1)Nc1ccc(Cl)cc1	0	7	-1	6	1.1	-4	-26	4	-1
Cc1noc(C)c1C(=O)Nc1nc2ccccc2s1	·	6	-3	2	-1.8	-2	1	-1	9
CC(OC(=O)C1CSC2(c3ccc(F)cc3)CCC(=O)N12)C(=O)NC(N)=O (stereo unspecified)	2	10	0	1	5.8	5	-11	-2	-3
CCc1nnc(NC(=O)C2CCCN2C(=O)Nc2ccc(Cl)cc2)s1 (stereo unspecified)	4	-1	-2	1	-0.2	4	8	-3	-2
CCc1ccc(C(=O)N/N=C(\C)c2ccncc2)s1	-8	8	-2	0	-0.3	-7	-5	10	8
CCNc1nc(N2CCCCC2)nc(-n2nnc(C(=O)OCC)c2C)n1	-3	4	1	-1	-1.7	-1	-8	15	-2
COc1ccccc1Cn1c(=S)[nH]c2cc(C(=O)N3CCN(c4ccccc4OC)CC3)ccc2c1=O	2	10	0	1	-0.3	-3	-3	-20	-1
CCN(CC)S(=O)(=O)c1ccc(N(C)C)c(NC(=O)CSCc2c(C)noc2C)c1	0	8	-3	2	0.5	2	-10	9	3
CCOC(=O)C1=C(c2ccccc2)OC(N)=C(C#N)C1c1ccc(Br)s1 (stereo unspecified)	-1	3	-2	0	0.4	-1	-15	-6	0
O=C(Oc1ccc2c(c1)CCC2)N1CCOCC1	4	2	-10	1	0.9	-1	-1	10	10
COc1ccc(C(C(=O)NCC2CCCO2)N(C(=O)CNC(=O)c2ccco2)c2ccc(C)c(C)c2)cc1OC (stereo unspecified)	6	-2	-3	1	1.2	12	-8	0	-5
CC(=O)N1CCN(S(=O)(=O)c2cccc(C(=O)Nc3ccc4c(c3)CCC4)c2)CC1	-1	2	-7	2	-1.6	-19	-4	-9	1

As entered above.
Under CHRM5 PAM, COc1ccc(C(C(=O)NCC2CCCO2)N(C(=O)CNC(=O)c2ccco2)c2ccc(C)c(C)c2)cc1OC (stereo unspecified) has -5
Under CRFR2-BP ag, COc1ccccc1Cn1c(=S)[nH]c2cc(C(=O)N3CCN(c4ccccc4OC)CC3)ccc2c1=O has -0.3
Under M5 antag, CCN(CC)S(=O)(=O)c1ccc(N(C)C)c(NC(=O)CSCc2c(C)noc2C)c1 has 2

Other compounds
structure	IDE cell inh	CHRM4 PAM	M5 ag	CHRM4 agonist	CRFR2-BP ag	M5 antag	CHRM4 antagonist	CRFR2-BP antag	CHRM5 PAM
CCN1CCN(c2cc(C)nc(-c3ccccc3O)n2)CC1	2	-1	-3	1	-0.5	5	-1	-12	1
CN1CCN(C(=O)CCc2ncc(C(F)(F)F)cc2Cl)CC1	0	2	-4	0	-0.2	1	-5	1	-3
Cc1onc(-c2ccccc2)c1-c1n[nH]c(=S)n1-c1ccccc1	2	7	1	0	1.1	3	3	7	1
COc1cc(-c2nnc(SCC(=O)N(C)C3CCS(=O)(=O)C3)o2)cc(OC)c1OC (stereo unspecified)	4	-1	2	1	-0.1	8	0	10	2
O=C(Nc1ccc(F)cc1)C(c1cccc(F)c1)N1CCN(c2ccncc2)CC1 (stereo unspecified)	·	1	-2	7	·	3	-3	·	5
CCCCNC(=O)CSc1nnc(NC(C)=O)s1	7	15	-2	0	-0.6	-2	6	-9	4
O=C1CCCCC1Sc1nnc(Cc2cccs2)n1CCc1ccccc1 (stereo unspecified)	2	-5	-6	4	1.1	-1	-10	0	-6
O=C(NCCN1CCCCC1)Nc1cccc(Cl)c1Cl	·	-1	-5	4	-0.2	7	-17	7	-3
Cc1cccc(C)c1-n1c(C)nn(CC#N)c1=O	0	6	3	1	-1.4	-3	-10	3	2
CC(=O)N1CCCc2cc(S(=O)(=O)N3CCCC(C(=O)NCc4ccc(C)cc4)C3)ccc21 (stereo unspecified)	-1	-3	-1	13	-0.5	-14	-25	-6	0
O=C(COc1ccccc1)Nc1cc(S(=O)(=O)N2CCOCC2)ccc1N1CCCC1	-4	3	1	2	0.5	-5	7	-3	5
COc1ccc(CCNC2=NCC(C)S2)cc1 (stereo unspecified)	3	-3	-6	1	-0.7	4	1	12	-2
N=C1C=CC(=C(c2ccc(N)cc2)c2ccc(N)cc2)C=C1	·	-1	-3	0	2.0	16	-3	-2	-11
CCCCc1nnc(NC(=O)C(C)Sc2nc(O)c(Cc3ccccc3)c(=O)[nH]2)s1 (stereo unspecified)	-4	3	-3	0	-1.0	2	-1	6	0
CC(=O)NC(c1ccc2ccccc2c1)c1ccc2cccnc2c1O (stereo unspecified)	12	6	2	3	-1.3	-16	-11	21	8
CCCC(=O)Nc1ccccc1NC(=O)c1ccc(OCC)c(OCC)c1	2	7	0	1	-1.1	3	-5	-1	0
